HEK293 tox – cytotoxicity in counter-screen for GLP-1R inverse agonists | HEK293 cAMP-luciferase reporter cells, luminescence, 24 h | Potency, µM (highest dose often 38.3 µM), for inactives: at the top dose activity change, negative = inhibition, hits mostly inhibitors | actives 0.13% (n = 410,000) | AID 624418;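 also: loss of luciferase light is scored as toxicity; potency is read from the fitted curve at half-maximal effect; % is scaled to controls: 0 for no effect and ±100 for the full control effect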
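A 23 nL compound transfer followed 12 hours of cell culture at 37 deg C; exposure then lasted 24 hr. Luciferase assay detection reagent was dispensed and plates read for luminescence after a 12 min room-temperature wait.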
GLP1R ag – agonists of human GLP-1 receptor. HEK293 GLP-1R CRE-luciferase, luminescence, 4-6 h; cells express a hypersensitive GLP-1R form. Potency, µM (highest dose often 45.6 µM), for the others: at the top dose activation, actives largely listed as activators. actives 0.007% (n = 380,000). P43220; also: potency is read from the fitted curve at half-maximal effect; % of control where 0% means no effect
Target sequence (P43220 whole entry, looked up): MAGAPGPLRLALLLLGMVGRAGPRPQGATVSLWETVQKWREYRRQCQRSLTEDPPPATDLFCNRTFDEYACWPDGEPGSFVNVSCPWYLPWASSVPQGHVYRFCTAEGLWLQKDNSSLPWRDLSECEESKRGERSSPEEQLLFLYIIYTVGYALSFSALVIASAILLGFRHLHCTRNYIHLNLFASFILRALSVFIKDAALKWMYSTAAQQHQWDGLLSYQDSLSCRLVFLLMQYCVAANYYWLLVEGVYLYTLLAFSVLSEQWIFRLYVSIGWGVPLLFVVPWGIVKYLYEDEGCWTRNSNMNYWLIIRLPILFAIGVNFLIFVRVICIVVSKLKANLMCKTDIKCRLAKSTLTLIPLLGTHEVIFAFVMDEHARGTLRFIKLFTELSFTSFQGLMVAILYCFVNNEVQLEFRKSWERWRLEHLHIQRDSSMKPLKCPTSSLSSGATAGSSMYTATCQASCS
D3 antag – antagonists of human D3 dopamine receptor. P35462. D3R cells, DiscoveRx beta-arrestin luminescence, antagonist mode; hits give low values. max response, negative = inhibition, %. actives 2.5% (n = 360,000). AID 652054; in the data active = max response below about -50%; inconclusive = no clear call, values can overlap the other calls; also: % is scaled to controls: 0 for no effect and ±100 for the full control effect; mostly tested at two doses, the higher about 12 µM
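Cells expressing the human receptor were seeded at 1500 cells/well, incubated overnight at 37 degrees C in 5% CO2, then exposed to library compounds with dopamine controls for 90 minutes at 37 degrees C before luminescent detection.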
aSyn yeast inh – alpha-synuclein toxicity inhibition in yeast; AID 652106; Yeast expressing alpha-synuclein, growth rescue, BacTiter-Glo, 24 h; Potency, µM (series often up to 46.1 µM), inactives show at the top dose growth rescue (activation), usual class: activators; actives 0.14% (n = 370,000); also: potency is read from the fitted curve at half-maximal effect; % of control where 0% means no effect; nearly all actives have a fitted effect of over 65% in size
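Rescue of yeast growth: cells expressing toxic alpha-synuclein, induced in galactose at OD600 0.02, incubated with compound 24 h at 30 C. ATP luminescence quantified growth; inhibitors of toxicity appear as activators.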
GLP1R inv ag – inverse agonists of human GLP-1 receptor | P43220 | HEK293 GLP-1R CRE-luciferase, luminescence, 24 h; GLP-1R form is constitutively active | Potency, µM (doses to about 38.3 µM), inactives show at the highest dose activity change, negative = inhibition, most hits filed as inhibitors | actives 1.6% (n = 410,000) | AID 624417; also: potency is read from the fitted curve at half-maximal effect; % is scaled to controls: 0 for no effect and ±100 for the full control effect; nearly all actives have a fitted effect of over 55% in size
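Stable HEK293 clone (constitutively active GLP-1R + cAMP-response luciferase); 200 cells/uL plated, 12 h pre-culture, compound 24 hr, 37 deg C/5% CO2; detection reagent 12 min RT; luminescence.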
PTHR1 agonist – activates the human parathyroid hormone receptor PTHR1 | HEK293 GP2 PTHR1 cells, GloSensor cAMP luminescence, 1 h | Potency, µM (titrated, usually from 115 µM), for inactives: at the highest dose activation, hits mostly activators | actives 0.075% (n = 410,000); also: potency is read from the fitted curve at half-maximal effect; nearly all actives have a fitted effect of over 55% in size; some results filed as inactive show a strong effect at the top dose; inactives centre near -15; many of its hits are not listed in these tables
Target sequence (Q03431 whole entry, looked up): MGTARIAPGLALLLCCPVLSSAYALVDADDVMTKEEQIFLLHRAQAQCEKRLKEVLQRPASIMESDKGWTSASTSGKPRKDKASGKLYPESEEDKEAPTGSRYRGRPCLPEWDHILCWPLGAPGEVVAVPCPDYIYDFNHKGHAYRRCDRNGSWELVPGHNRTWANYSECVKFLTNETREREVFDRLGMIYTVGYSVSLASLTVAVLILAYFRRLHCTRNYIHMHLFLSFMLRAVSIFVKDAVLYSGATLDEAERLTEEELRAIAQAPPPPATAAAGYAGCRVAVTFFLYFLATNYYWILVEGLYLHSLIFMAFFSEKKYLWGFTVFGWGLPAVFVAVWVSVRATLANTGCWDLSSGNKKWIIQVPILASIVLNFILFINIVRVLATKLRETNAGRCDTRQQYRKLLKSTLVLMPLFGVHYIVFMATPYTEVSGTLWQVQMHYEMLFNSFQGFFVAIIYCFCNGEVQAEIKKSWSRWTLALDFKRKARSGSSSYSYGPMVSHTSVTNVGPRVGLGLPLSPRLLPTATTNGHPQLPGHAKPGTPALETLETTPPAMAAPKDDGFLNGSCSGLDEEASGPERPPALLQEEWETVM
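HEK-293-derived GP2 cells expressing PTHR1 and a GloSensor cAMP reporter, 3,000/well, plated overnight, given luciferin plus IBMX (each 0.5 mM as added) for 1 h at 37 °C, then compound for 1 h at 37 °C. Luminescence was read after 15 min at room temperature.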
DRD3 agonist – agonists of human D3 dopamine receptor. actives 0.58% (n = 410,000). max activation, %. D3R DiscoveRx beta-arrestin cells, luminescence, 90 min; in the data active = max activation above about 30%; also: 0% is about no effect; mostly tested at two doses, the higher about 12 µM
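Agonist-mode cell screen: cells plated at 1500/well and incubated overnight at 37 °C, then exposed to library compounds for 90 min at 37 °C. Detection reagent was added for 30–60 min at room temperature, and luminescence was read.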
KB-V1 cytotox – kills drug-selected multidrug resistant KB-V1 cells | KB-V1 MDR cells viability, CellTiter-Glo, 72 h | Potency, µM (top dose mostly 46.1 µM), for inactives: top-dose activity change, negative = cytotoxicity, actives largely listed as cytotoxic | actives 3.4% (n = 400,000) | AID 1347076; also: potency is read from the fitted curve at half-maximal effect; % is scaled to controls: 0 for no effect and ±100 for the full control effect; nearly all actives have a fitted effect of over 60% in size
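Following 72 h at 37 degrees C with compound, KB-V1 cell viability was read by CellTiter-Glo luminescence, medium being phenol-red-free DMEM plus 10% FBS; concentration-response parameters came from normalized, curve-fitted qHTS data.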
TDP43 rescue – TDP-43 toxicity inhibition in yeast; TDP-43 expressing yeast growth rescue, BacTiter-Glo, 24 h; Potency, µM (highest dose often 46.1 µM), for the others: at the highest dose growth rescue (activation), actives largely listed as activators; actives 1.8% (n = 410,000); also: potency is read from the fitted curve at half-maximal effect; % of control where 0% means no effect; nearly all actives have a fitted effect of over 50% in size
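Yeast expressing TDP-43 (pregrown in raffinose, seeded at OD600=0.02 in galactose medium) exposed to compounds 24 hr at 30 deg C. Growth read by BacTiter-Glo luminescence; rescue of toxicity appears as increased signal.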
Numbers without * were called inactive; i = inactive; ? = inconclusive; / = not tested or not shown; & = joins results of further samples; [ ] = another dose, or the depositor's remark. Unless noted, calls follow the shape of the dose curve; as a rule, active = well fitted curve in the direction sought with a large enough effect; inconclusive = small, poorly fitted or top-dose-only effect, or another doubt; inactive = no such curve, though single readings can be large; an effect the other way counts as inactive or inconclusive. These rows are one share of the data; rates above refer to the full screens.

SMILES	HEK293 tox	GLP1R ag	D3 antag	aSyn yeast inh	GLP1R inv ag	PTHR1 agonist	DRD3 agonist	KB-V1 cytotox	TDP43 rescue
Cc1ccc(C2CC(c3ccc(Br)cc3)=NN2C(=O)CSC2=NN3CCCC(=O)N=C3S2)cc1 (stereo unspecified)	-17%	-1%	6	9%	4.5µM*	-42%[inhibitor]	-7	-19%	0%
CN(C)c1cccc(C(=O)Nc2cc(C(F)(F)F)ccc2-n2cnc3ccccc32)c1	-25%	0%	7	-1%	?	i	-3	-11%	22%
O=C(NCCc1ccc(F)cc1)C(=O)NCC(c1cccs1)S(=O)(=O)c1cccs1 (stereo unspecified)	-12%	/	/	/	-24%	-8%	-1	-17%	8%
Cc1ccc(SC(C)C(=O)Nc2c(C)n(C)n(-c3ccccc3)c2=O)cc1 (stereo unspecified)	2%	-14%	6	1%	5%	i	3	-1%	20%
CNc1nc(N)c(C(=O)C(C)(C)C)s1	0%	0%	2	0%	222%[activator]	i	-4	8%	5%
Cc1ccsc1/C=N/n1c(-c2cccnc2)n[nH]c1=S	-3%	-3%	?	-4%	0%	0%[57.5 µM]	-9	?	12%
CCCCNc1nc2ccccc2n1CC(=O)Nc1ccc2c(c1)OCCO2	-8%	6%	-18	0%	?	i	-17	-3%	-11%
CCCC(=O)Nc1c2c(nn1-c1cccc(Cl)c1)CS(=O)(=O)C2	2%	-6%	1	1%	15%	i	-3	0%	-2%
O=C(NCC[C@@H]1CC[C@@H](NC(=O)c2cnccn2)[C@@H](CO)O1)c1ccc2c(c1)OCO2	7%	/	-8	-1%	16%	i	6	4%	10%
CCOC(=O)C1CCN(C(=O)c2[nH]c(C(F)(F)F)nc2-c2ccccc2)CC1	-2%	0%	0	-6%	22%	-5%	5	0%	24%
CSc1ncnc2c1ncn2CCCNCCCN1CCCC1=O	2%	0%	25	1%	8%	i	0	27%	9%
Cc1c(NC(=O)CSc2nccn2C)c(=O)n(-c2ccccc2)n1C	9%	-12%	-23	0%	-2%	-1%[57.5 µM]	-5	-12%	-15%
O=C(O)CCc1ccc(-c2cccs2)n1CC(=O)Nc1ccccc1C(F)(F)F	21%&-3%	-1%	-9	-1%	6%&0%	-4%&6%	-1&-6	1%&1%	-15%&22%
O=C(O)c1ccc(N=Cc2c(O)ccc3oc4c(c23)CCCC4)cc1	1%	-1%	-16	0%	-14%	i	-14	-15%	-46%[inhibitor]
CN1CCN(NC(=S)Nc2ccc(OC(F)F)cc2)CC1	-3%	0%	-2	5%	12%	-19%	0	2%	-4%
CCCOC(=O)C1C2C=CC(C3CC23)C1C(=O)OCC(=O)c1ccccc1 (stereo unspecified)	3%	5%	21	13%	?	-23%	-6	-24%	13%
CCC(=O)N1CCc2cc(Br)cc(S(=O)(=O)N3CCCC(C(=O)Nc4ccc(CC)cc4)C3)c21 (stereo unspecified)	4%	0%	/	/	4%	-5%	-8	12%	10%
O=C(NN1C(=O)c2ccccc2C1=O)c1ccc2c(c1)C(=O)N(CC1CCCO1)C2=O (stereo unspecified)	5%	4%	3	7%	32%[activator]	-12%	-1	-2%	-7%
Cn1nnnc1SCCNCc1ccccc1OCc1ccc(F)cc1	2%	0%	-6	-1%	4%	-19%	-5	-4%	-10%
COc1ccc(C(C)(NC(C)=O)c2nc(-c3cccc(C#N)c3)cs2)cc1 (stereo unspecified)	2%	14%	14	?	9%	-5%	8	4%	27%
CC(=O)Nc1ccc(S(=O)(=O)Nc2nnc(CC(C)(C)C)s2)cc1	-3%	0%	-5	-7%	10%	-10%	-7	6%	-9%[9.22 µM]
Nc1ccc2ccccc2c1C(=O)c1ccccc1	-5%	11%	?	11%	?	-19%	-14	0%	-17%
CN(C)NC(=O)c1csnc1-c1c(Cl)cccc1Cl	3%	10%	4	-5%	14%	-2%	9	9%	-9%
CC1CCCC/C1=N\NC(=S)Nc1cccnc1 (stereo unspecified)	-6%	3%	-18	-2%	3%	-8%	22	?	-5%
COc1ccc(-c2nnc(NC(=O)c3ccc(F)cc3)o2)cc1	2%	-2%	36	19%	-5%	-24%	2	0%	?

(listing goes on)
SMILES	HEK293 tox	GLP1R ag	D3 antag	aSyn yeast inh	GLP1R inv ag	PTHR1 agonist	DRD3 agonist	KB-V1 cytotox	TDP43 rescue
C/C(=N\NC(=O)c1cc(C)[nH]n1)C(C)(C)C	1%	0%	-8	-3%	-2%	-25%	0	10%	16%
CCOC(=O)C(Cc1ccccc1)NC(=O)CCC(=O)c1ccc(OC)cc1 (stereo unspecified)	0%	7%	2	10%	-1%	-23%	3	0%	8%
COc1ccc(Cc2c(-c3ccc(F)cc3)nc3ccc(Cl)cn23)c(C)c1	-4%	-5%	2	3%	11%	i	14	13%	4%
N#C/C(=C\c1ccc(N2CCCCC2)o1)C(=O)Nc1cccc(Br)c1	?	11%	-18	-26%	-10%	-24%	-5	-26%	-21%
O=C(c1ccc2c(c1)N(Cc1ccc(F)cc1)CCS2)N1CCN(c2ccccc2)CC1	2%	/	/	/	?	-8%	2	?	23%
CCCCN1C(=O)CC(SC2CC(=O)N(CCCC)C2=O)C1=O (stereo unspecified)	-11%	7%	-4	-5%	1%	-23%	0	15%	-25%
COc1ccc(CC(NC(C)=O)C(=O)N2CCN(C(=O)N(C(C)C)C(C)C)CC2)cc1 (stereo unspecified)	-1%	-5%	-5	?	0%	i	8	-1%	-18%
Cn1c(=O)n(C)c2cc(/C=N/NC(=O)c3ccc(Cl)cc3)ccc21	?	-1%	?	-3%	?	-36%[inhibitor]	-13	0%	-20%
COc1cc(OC)c(N(C)C(=O)c2cc3c(s2)-c2ccccc2OC3)cc1Cl	2%	/	/	/	14%	i	-19	-17%	-3%[9.22 µM]
O=c1oc2cc(Cl)ccc2n1CSc1nc2ccccc2s1	4%	0%	0	0%	?	-2%[57.5 µM]	-1	-16%	0%
Cc1cccc(CSC(=N)N)c1	-4%	-6%	-7	1%	-10%	i	-3	-19%	18%
CCCOc1ccc(CNC(=O)C2CCN(c3nc4ccccc4nc3C(F)(F)F)CC2)cc1	0%	/	/	/	3%	i	-3	27%	11%
COC(=O)CCC(=O)N1CCCC(N2CCN(c3ccc(OC)cc3)CC2)C1 (stereo unspecified)	-10%	-2%	23	0%	12%	-12%	-6	0%	-3%
O=C(Nc1nc(-c2ccc([N+](=O)[O-])cc2)cs1)C1=COCCO1	2%	12%	-24	-16%	19%	i	-2	?	20%
Fc1ccccc1N1CCN(Cc2cnc(Cl)s2)CC1	2%	7%	-21	0%	?	i	50*	-21%	-20%[0.397 µM]
Cc1ccccc1CNC(=O)c1ccc2nc(SCc3ccc(F)cc3)n(C)c2c1	-9%	/	/	/	?	-51%[inhibitor]	-19	2%	5%
Cc1c(=O)n(OCc2cccc(F)c2)c2ccccc2[n+]1[O-]	3%	5%	17	0%	0%	?	9	?	?
CCCS(=O)(=O)N1CCC(C(=O)N2CCOCC2)CC1	0%	0%	0	-7%	0%	i	-5	0%	-16%
c1cnc2c(-c3cccc4nccn34)cccc2c1	-10%	10%	22	1%	18%	-6%	9	3%	0%
COc1ccc(-c2nnc(-c3cccnc3)o2)cc1	2%	3%	27	-17%	5%	-1%	4	-24%	22µM*
CCC1=[N+]([O-])C(C)(/C(C)=N\O)N(O)C1(C)C (stereo unspecified)	-3%	3%	25	8%	8%	20%	1	27%	-1%
C=CCOc1ccc(C2C(C(=O)c3ccc(C)o3)=C(O)C(=O)N2Cc2cccnc2)cc1 (stereo unspecified)	2%	1%	-8	-8%	-4%	i	7	1%	11%
COc1ccc(C(O)c2nc3ccccc3n2C(C)C)cc1 (stereo unspecified)	-17%	5%	6	7%	?	-11%	-13	?	4%
O=C(CCCN=C1NS(=O)(=O)c2ccccc21)OCC(=O)c1ccc(Br)cc1	9%	1%	8	6%	5%	i	4	7%	-27%
Cc1ccc(S(=O)(=O)NC(=O)NC(C)(C)C)cc1	-2%	-9%	10	6%	10%	-47%[inhibitor]	-10	16%	17%

(next part)
SMILES	HEK293 tox	GLP1R ag	D3 antag	aSyn yeast inh	GLP1R inv ag	PTHR1 agonist	DRD3 agonist	KB-V1 cytotox	TDP43 rescue
CCOC(=O)Cn1nnc(-c2ccc(SC)cc2)n1	-21%	1%	25	1%	-15%	-8%[57.5 µM]	2	15%	?
Cc1c(C(N)=O)cc([N+](=O)[O-])cc1[N+](=O)[O-]	-4%	4%&-4%	-23	-5%	8%	1%	-6&0	-21%	-16%
C[C@H](CO)N1C[C@H](C)[C@@H](CN(C)C)Oc2c(NC(=O)C3CC3)cccc2C1=O	5%	2%	14	-3%	1%	-16%	1	13%	4%
COc1ccc(/C=N/Nc2ccc([N+](=O)[O-])cc2)cc1O	42%[activator]	18%	-53*	2%	?	-14%	-10	?	18%
COc1cc(/C=C2/C(=N)N3N=C(CC(=O)N4CCOCC4)SC3=NC2=O)ccc1OCc1ccccc1	2%	4%	-13	6%	-10%	i	4	14%	14%
O=C1CCC/C(=N\NC(=O)COc2ccc(Cl)cc2)C1	21%	10%	2	1%	10%	-1%	9	?	-3%[0.397 µM]
COCC(C)n1c(SCC(=O)Nc2sccc2C(N)=O)nc2ccccc2c1=O (stereo unspecified)	-5%	35%	15	0%	9%	-7%	8	0%	10%

Reprinted from the listing, 3 compounds:
SMILES	HEK293 tox	GLP1R ag	D3 antag	aSyn yeast inh	GLP1R inv ag	PTHR1 agonist	DRD3 agonist	KB-V1 cytotox	TDP43 rescue
COc1cc(/C=C2/C(=N)N3N=C(CC(=O)N4CCOCC4)SC3=NC2=O)ccc1OCc1ccccc1	2%	4%	-13	6%	-10%	i	4	14%	14%
O=C1CCC/C(=N\NC(=O)COc2ccc(Cl)cc2)C1	21%	10%	2	1%	10%	-1%	9	?	-3%[0.397 µM]
COCC(C)n1c(SCC(=O)Nc2sccc2C(N)=O)nc2ccccc2c1=O (stereo unspecified)	-5%	35%	15	0%	9%	-7%	8	0%	10%
